Source: PubChem
IMPase Li cell: membrane-permeable IMPase blocker, potentiated with lithium. Potency, µM (highest dose often 59.4 µM), without a hit: at the highest dose activity, negative = IMPase inhibition, actives largely listed as inhibitors. 210,000 compounds, 0.35% hits. AID 1457. CHO-M1 cells, IP1 TR-FRET (IP-One), carbachol + lithium;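 note: IP1 builds up when IMPase is blocked and the TR-FRET signal falls; potency is the fitted concentration of half-maximal effect; plate controls were basal vehicle for no effect and high inhibitor control for full effect; nearly all actives have a fitted effect of over 50% in size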
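CHO cells stably expressing M1 receptor (2000/well, cultured 16–30 h) treated 30 min at 37C with compound plus low lithium. Cytosolic IP1 by TR-FRET (665/620 ratio and 620 channel) after 10 min lysis; AC50 by Hill fit.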
KinaseGlo FLuc: counter-screen: inhibitors of Kinase-Glo firefly luciferase; Potency, µM (titrated, usually from 38.3 µM), without a hit: top-dose activity change, negative = inhibition, hits mostly inhibitors; Q27757; 200,000 compounds, 0.28% hits; Kinase-Glo luciferase, ATP luminescence, 8 min; note: potency is the fitted concentration of half-maximal effect; % is set by controls: 0 for no effect and ±100 for the full control effect; nearly all actives have a fitted effect of over 60% in size
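Inhibition of Kinase-Glo luciferase light generation was assessed at 10 uM ATP in pH 7.2 imidazole buffer, with luminescence measured after eight minutes at ambient temperature.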
HTT aggregate: inhibitors of mutant huntingtin aggregate formation in PC12 cells. PC12 HttQ103-GFP aggregates, Acumen cytometry, 40 h. Potency, µM (titrated, usually from 46.1 µM), inactives show at the top dose activity change, negative = inhibition, hits mostly inhibitors. 220,000 compounds, 1.1% hits. AID 1688; note: potency is the fitted concentration of half-maximal effect; % is set by controls: 0 for no effect and ±100 for the full control effect; nearly all actives have a fitted effect of over 60% in size
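Read-out: GFP aggregate count by laser scanning cytometer (488 nm excitation, 500-530 nm emission, 1–25 µm objects >6 SD above background). Cells: PC12, inducible HTTex1-Q103-GFP, 100 nM tebufenozide; compounds titrated.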
HTT cytoprotect: protects HTT-Q103 PC12 cells, measured by ATP; PC12 HTT-Q103 induced, cytoprotection, ATP luminescence, 40 h; Potency, µM (series often up to 56.4 µM), inactives show cytoprotection (ATP increase), most hits filed as activators; 230,000 compounds, 0.14% hits; AID 1471;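 note: potency is the fitted concentration of half-maximal effect; % of control where 0% means no effect; nearly all actives have a fitted effect of over 45% in size; toxic huntingtin expression switched on by the ecdysone agonist tebufenozide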
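ATP quantification (ATPlite) reports survival of PC12 cells in which tebufenozide, 100 nM final, switches on Htt exon 1 with 103 glutamines linked to GFP; compounds are titrated.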
LMNA splice mod: LMNA splicing modulation | 200,000 compounds, 0.01% hits | Potency, µM (titrated, usually from 46.1 µM), inactives show top-dose ratio change, negative = inhibition, most hits filed as inhibitors | HeLa LMNA splicing GFP/RFP minigene ratio, 48 h; active = well fitted inhibition curve with a large enough effect in the signal ratio, with a control signal flat, not every such curve was filed as active; inconclusive = small, poorly fitted or top-dose-only effect, or effect the other way, or a change in a side signal; the % refers to the signal ratio; note: potency is the fitted concentration of half-maximal effect; % is set by controls: 0 for no effect and ±100 for the full control effect
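S3 HeLa cells stably expressing lamin A-EGFP splicing minigene plus DsRed2, 600 cells/well, 48 h compound exposure at 37C. Laser-scanning cytometry; analysed as GFP (500-530 nm)/RFP (575-640 nm) total intensity ratio; 0.5% DMSO vehicle.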
SMN2 splice up: SMN2 splice variant enhancement. 210,000 compounds, 2.8% hits. HEK293 SMN2-luciferase splicing reporter, luminescence, 30-36 h. Potency, µM (titrated, usually from 46.1 µM), without a hit: at the highest dose activity change, positive = activation, hits mostly activators; note: potency is the fitted concentration of half-maximal effect; % of control where 0% means no effect; nearly all actives have a fitted effect of over 55% in size
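qHTS luciferase splicing reporter: luminescence rises when SMN2 exon 7 is included in transfected HEK293 cells. Compound exposure lasted 30-36 h at 37C, with 4.5 mM final sodium butyrate as control, followed by a ONE-Glo read.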
CBFb RUNX1 block: blocks binding between human CBF-beta and RUNX1. Q01196+Q13951. AID 1477. Potency, µM (top dose mostly 59.8 µM), for inactives: at the highest dose activity, negative = inhibition, most hits filed as inhibitors. 230,000 tested, under 10 active. AlphaScreen CBFb-His/RUNX1-biotin binding, biochemical; note: % of control where 0% means no effect
Target sequence (Q01196 whole entry, looked up): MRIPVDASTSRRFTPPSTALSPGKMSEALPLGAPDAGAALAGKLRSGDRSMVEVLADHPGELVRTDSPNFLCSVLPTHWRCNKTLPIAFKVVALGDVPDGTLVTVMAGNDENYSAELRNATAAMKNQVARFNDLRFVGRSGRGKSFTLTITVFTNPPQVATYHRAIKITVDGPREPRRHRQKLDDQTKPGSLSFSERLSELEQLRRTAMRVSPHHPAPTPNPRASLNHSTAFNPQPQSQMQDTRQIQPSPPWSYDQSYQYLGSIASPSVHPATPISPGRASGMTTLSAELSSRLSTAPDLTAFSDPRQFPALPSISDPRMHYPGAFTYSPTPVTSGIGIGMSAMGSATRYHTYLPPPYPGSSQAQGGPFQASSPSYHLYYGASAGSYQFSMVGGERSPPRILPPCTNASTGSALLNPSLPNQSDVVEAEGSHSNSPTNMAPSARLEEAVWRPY
Target sequence (Q13951 whole entry, looked up): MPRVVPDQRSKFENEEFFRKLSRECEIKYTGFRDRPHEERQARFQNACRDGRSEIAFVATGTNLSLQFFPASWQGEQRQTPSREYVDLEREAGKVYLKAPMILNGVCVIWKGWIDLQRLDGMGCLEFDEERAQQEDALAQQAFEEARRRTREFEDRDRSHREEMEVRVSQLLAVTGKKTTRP
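Compounds were screened at multiple concentrations against a preformed CBF-beta(His)/RUNX1(biotin) complex (30 nM of each) for 15 min at room temperature, followed by 90 min with nickel and streptavidin beads and AlphaScreen reading.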
Numbers without * were called inactive; u = inconclusive; x = not tested or not shown; [ ] = another dose, or the depositor's remark. Unless noted, calls come from the whole dose curve; as a rule, active = well fitted curve in the direction sought with a large enough effect; inconclusive = small, poorly fitted or top-dose-only effect, or another doubt; inactive = no such curve, though single readings can be large; an effect the other way counts as inactive or inconclusive.

mol | IMPase Li cell | KinaseGlo FLuc | HTT aggregate | HTT cytoprotect | LMNA splice mod | SMN2 splice up | CBFb RUNX1 block
O=C(NCc1ccco1)c1ccc(CN2CCOCC2)cc1 | -10%[38.3 µM] | 0% | 4% | -19% | 7% | u | 4%
O=C(CN1CCN(c2nc(-c3ccccc3)cs2)CC1)NCc1ccc2c(c1)OCO2 | 16%[38.3 µM] | 2% | 10%[9.22 µM] | 10%[10 µM] | u | -13% | -20%
COC(=O)Cc1ccc(Oc2ncc(C(F)(F)F)cc2Cl)cc1 | 7% | 2% | 16% | -7% | u | -3% | 43%
COc1ccc(-c2csc(NC3OC(=O)c4c3ccc(OC)c4OC)n2)cc1OC (centres undefined) | x | x | 27%[9.22 µM] | -36%[10 µM] | x | x | 3%
CN=C(Nc1ccc(Cl)cc1)c1cccc(C(F)(F)F)c1 | 1%[38.3 µM] | 0% | u | -11% | 2% | -4% | -2%
Cc1cccc(N(C(=O)c2ccc(CN3CCOCC3)o2)C(C(=O)NC2CCCCC2)c2ccc(F)cc2)c1 (centres undefined) | 18% | 5% | 23% | 16%[10 µM] | 7% | 16% | 3%
Cc1cc(=O)oc(C)c1C(=O)NCCC1=CCCCC1 | 42%[activator][38.3 µM] | 1% | -4% | 10%[10 µM] | -7% | 2% | 2%
O=C(COC(=O)c1ccc2c(c1)OCCO2)NCCC1=CCCCC1 | 0%[38.3 µM] | 12% | -6% | 5% | u | -3% | 7%
CC(=O)n1nc(-c2ccccc2)nc1NCc1ccc(N(C)C)cc1 | 6% | 0% | -10%[9.22 µM] | 0%[1.9 µM] | u | u | u
CCn1c(O)c(C=NC2CCCC2)sc1=S | 22%[38.3 µM] | -1% | 13%[9.22 µM] | -3% | -11% | -16% | -12%
CCn1c(SCc2ccc(Cl)cc2)nc2nc3c(cc2c1=O)CCCC3 | 15% | 0% | 5% | 0%[10 µM] | -13% | -42%[inhibitor] | -22%
CCOC(=O)c1c(N)nn(C(=O)C(C)(C)C)c1-c1ccccc1 | 45%[activator][38.3 µM] | -1% | 4% | -1% | 0% | u | 1%
CCOc1ccc(OCC)c(-c2c(=O)n(OCc3ccccc3C(=O)OC)c3ccccc3[n+]2[O-])c1 | 12%[38.3 µM] | -3% | u | -19% | 4% | -7% | -4%
CCOC(=O)c1c(NC(=O)CCCC(=O)O)sc2c1CCC2 | 2% | 4% | -7%[9.22 µM] | -3%[10 µM] | 11%[46 µM] | -5% | 4%
Cc1ccc(/C=C/C(=O)Nc2ccccc2C(N)=O)cc1 | -4% | -22% | 1% | 11%[0.074 µM] | u | 3.5µM* | 4%
O=C(COC(=O)c1cccc(NS(=O)(=O)/C=C/c2ccccc2)c1)Nc1ccccc1OC(F)F | 11% | -4% | -3% | 35%[10 µM] | -8% | 3% | -23%
S=C(c1ccc(-c2ccc(Cl)cc2Cl)o1)N1CCCCC1 | 5% | 3% | -28% | 10%[10 µM] | -6% | 13µM* | -21%
COC(=O)C1C(c2ccc(OC)cc2)C(C(=O)OC)S(=O)(=O)C(CCN2CCCCC2)S1(=O)=O (centres undefined) | 6% | -3% | 4% | -22%[10 µM] | 0%[46 µM] | 3% | 2%
COC(=O)c1ccc(CN2C(=O)NC(CC(C)C)C2=O)cc1 (centres undefined) | 0% | -4% | -4% | -14%[10 µM] | x | 0% | 11%
Cc1ccc(NC(=O)Nc2nnc(Cc3ccc([N+](=O)[O-])cc3)s2)cc1C | 9% | -1% | -2% | -7%[10 µM] | u | 3% | -9%
Cc1ccc(CSC2=NCCN2C(=O)c2ccc(S(=O)(=O)N(C)C)cc2)cc1 | 3% | 2% | -4% | -9% | u | -18% | 0%
CCOC(=O)CCC(=O)N1CCOCCOCCOCC1 | -6%[38.3 µM] | 0% | -4%[9.22 µM] | -1% | 3% | -4% | -2%
O=C(CCc1[nH]c2ccccc2c1Sc1ccccc1)N(CCO)CCO | -15% | 1% | 11% | 4%[10 µM] | -4% | -4% | 7%
COc1ccccc1NC(=O)/C=C1\NC(=O)CS1 | 6% | -23% | -7% | u | x | 22% | 12%
O=C(CSc1nncs1)Nc1ccc(Cl)cn1 | -1% | 2% | u | -3%[10 µM] | 3% | 17% | -2%
COC(=O)c1nn(-c2ccc(Oc3ccccc3)cc2)c(=O)cc1O | -5% | 1% | -12% | -2% | x | 12% | -15%
COc1cccc(NC(=O)c2cc(C(=O)Nc3cccc(OC)c3)n(C)n2)c1 | 3%[38.3 µM] | 1% | -14% | -19% | u | -24% | 5%
NC(=O)COC(=O)c1cccc2c1-c1ccccc1C2=O | 3% | 0% | 29% | -42% | 4%[46 µM] | 19% | 3%
Cc1cc[n+](C(C)C(=O)c2ccc(-c3ccccc3)cc2)cc1 (centres undefined) | 18% | -2% | u | -52%[inhibitor] | u | -81%[inhibitor] | -6%
O=C(O)c1cc(NS(=O)(=O)c2ccc(N3CCOCC3)c([N+](=O)[O-])c2)cc(C(=O)O)c1 | -4% | 2% | 14% | 19%[10 µM] | 1% | -9% | 9%
O=C(c1cccs1)N1CCN(Cc2ccccc2[N+](=O)[O-])CC1 | -2% | 0% | -9% | x | u | -2% | 0%
CCOCCCNS(=O)(=O)c1ccc(NC(=O)N2c3ccccc3Sc3ccccc32)cc1 | 19%[38.3 µM] | -2% | u | -60%[inhibitor] | 1% | 30% | -12%
CCCCOc1ccc(NC(=S)Nc2cc(C)nc(SCCCC)n2)cc1 | 0% | 0% | -29% | 11%[10 µM] | -13% | -17% | 8%
O=C1NCCCc2nonc21 | x | x | 9% | 8% | 2% | x | -1%
O=[N+]([O-])c1cccnc1SCc1c(F)cccc1Cl | x | x | -9%[9.22 µM] | -6%[10 µM] | x | x | -25%
Cc1ccc(S(=O)(=O)Nc2nccs2)cc1[N+](=O)[O-] | 0% | 2% | 3%[9.22 µM] | 39%[10 µM] | -6%[46 µM] | x | -3%
Cc1cnc(CNc2ncncc2-c2ccc(N(C)C)cc2)cn1 | 20% | x | x | 17% | 7% | x | x
Cc1ccc(C)c(NC(=O)c2cccc(Oc3ccc([N+](=O)[O-])cc3Cl)c2)c1 | x | x | -27% | u | -19% | x | -17%
Cc1cc(NC(=O)CSc2nnc3ccccn23)no1 | -1% | -2% | 27% | -14% | x | 8% | -4%
Cc1cc2oc(=O)cc(CN3CCN(S(=O)(=O)c4cccs4)CC3)c2cc1C(C)C | 0% | 0% | 16% | 7%[1.9 µM] | 5% | -50%[inhibitor] | -1%
Cc1ccc(N=C2NC(=O)CS2)c(C)c1 | 35%[38.3 µM] | 3% | -20% | 5%[10 µM] | -2% | 2% | 4%
COc1cccc(C2C(C(=O)Nc3ccc(C)cc3C)=C(C)Nc3ncnn32)c1OC (centres undefined) | 11%[38.3 µM] | -1% | 27% | 12%[0.074 µM] | 5% | 8% | -3%
O=[N+]([O-])c1cc([N+](=O)[O-])c2cccnc2c1O | x | x | 1%[9.22 µM] | -18%[10 µM] | 2%[46 µM] | x | -24%
C=CCn1c(NCc2c[nH]c3ccccc23)nc2ccccc21 | 8% | 2% | 4% | -35%[10 µM] | -24% | 29% | -24%
O=S(=O)(c1cccc(Cl)c1Cl)N1CCN(C(=S)NCCCN2CCOCC2)CC1 | 15% | 2% | -16% | 13% | -23%[46 µM] | -20% | 0%
CCCc1cc(C(=O)N2CCN(c3ccccc3C)CC2)cs1 | 35%[38.3 µM] | 2% | -21% | 19% | -9% | 12% | 17%
Cc1cc(NCc2ccccc2)nc(-c2ccccc2O)n1 | 18%[38.3 µM] | -7% | u | -48%[inhibitor] | u | 0% | u
O=C1CN(C(=O)CSc2nc(-c3ccc(Cl)cc3)cs2)c2ccccc2N1 | -6% | -1% | 9% | x | u | -55%[inhibitor] | -13%
Cc1ccc(NC(=O)Cn2nc(C)c([N+](=O)[O-])c2C)cc1Cl | 6% | 6% | 6% | x | -4%[46 µM] | 9% | 8%
CC(Sc1cccc[n+]1[O-])C(=O)Nc1ccc(Oc2ccccc2)cc1 (centres undefined) | 4% | 3% | -6% | 62% | -20%[46 µM] | 7% | 5%

Just HTT aggregate and KinaseGlo FLuc, for 2 of the compounds above:
Molecule | HTT aggregate | KinaseGlo FLuc
CCCCOc1ccc(NC(=S)Nc2cc(C)nc(SCCCC)n2)cc1 | -29% | 0%
Cc1cc(NCc2ccccc2)nc(-c2ccccc2O)n1 | u | -7%

Ordered by count of non-hydrogen atoms (rising): part of the list above
mol | IMPase Li cell | KinaseGlo FLuc | HTT aggregate | HTT cytoprotect | LMNA splice mod | SMN2 splice up | CBFb RUNX1 block
O=[N+]([O-])c1cc([N+](=O)[O-])c2cccnc2c1O | x | x | 1%[9.22 µM] | -18%[10 µM] | 2%[46 µM] | x | -24%
Cc1ccc(S(=O)(=O)Nc2nccs2)cc1[N+](=O)[O-] | 0% | 2% | 3%[9.22 µM] | 39%[10 µM] | -6%[46 µM] | x | -3%
Cc1ccc(NC(=O)Cn2nc(C)c([N+](=O)[O-])c2C)cc1Cl | 6% | 6% | 6% | x | -4%[46 µM] | 9% | 8%
CC(Sc1cccc[n+]1[O-])C(=O)Nc1ccc(Oc2ccccc2)cc1 (centres undefined) | 4% | 3% | -6% | 62% | -20%[46 µM] | 7% | 5%
CCCCOc1ccc(NC(=S)Nc2cc(C)nc(SCCCC)n2)cc1 | 0% | 0% | -29% | 11%[10 µM] | -13% | -17% | 8%

New compounds follow
mol | IMPase Li cell | KinaseGlo FLuc | HTT aggregate | HTT cytoprotect | LMNA splice mod | SMN2 splice up | CBFb RUNX1 block
C=C(c1cccc2ccccc12)P(=O)(O)O | -10%[38.3 µM] | -1% | -11% | -15%[0.074 µM] | 3% | 0% | 14%
O=C(CSc1nnc2c(n1)[nH]c1ccccc12)OCc1ccccc1 | 8% | -3% | 4% | -4%[1.9 µM] | -1% | -34%[inhibitor] | 6%
O=C(NCCCN1CCOCC1)c1ccccc1NS(=O)(=O)c1cc([N+](=O)[O-])ccc1Cl | x | x | 17% | 18%[10 µM] | -6% | x | -1%
CCN(Cc1ccncc1)S(=O)(=O)c1ccc(C(C)=O)cc1 | 13%[38.3 µM] | -5% | u | -9%[10 µM] | u | -45%[inhibitor] | -12%
CCCCNC(=S)NNC(=O)c1ccc(Br)o1 | 2% | 0% | -12% | x | 8% | 19% | 1%
